Assay outcomes as filed in PubChem BioAssay.
telomere uncapping: survival after telomere uncapping, modulators, primary screen, cell-based (AID 1259312); HCT116 + Ad-hTR-mut, survival, MTT, 5 d; stronger effect = higher value; fold change at 10 µM; 4.5% of 4,500 active;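 active means cell survival measured by absorbance rises more than 2.5-fold over infected cells without compound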;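 further: virus expresses mutant telomerase RNA that uncaps telomeres and kills cells; compound added 2 days after infection so exposure lasts 3 days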
* = called active by the depositor; i = inactive; + = active, no number; & = joins results of further samples. This is a subset; count on the stated rates, not on these rows.

SMILES	telomere uncapping
O=C(NCCc1ccco1)C1CCCCC1	-1.2
CCOC(=O)C1CCN(C(=O)C(=O)N2CCC(C(=O)OCC)CC2)CC1	-1.3
CCOC(=O)c1csc(N)n1	2.6*
Nc1cccc(-c2nc3ncccc3o2)c1	1.4
COc1ccc(OC)c(N=Cc2cc(Cl)cc(Cl)c2O)c1	i
COc1ccc(NC(=O)Nc2cccc(Cl)c2)cc1	1.1
O=[N+]([O-])c1ccc(Cn2cc([N+](=O)[O-])nc2Cl)cc1	1
CN1CCN(C(=O)C2C3C=CC(C3)C2C(=O)O)CC1 (configuration not stated)	-1.4
C#CCN1C(=O)S/C(=C\c2ccc(N3CCCC3)cc2)C1=O	-1.2
S=C(NC1CCCCC1)N1CCN(Cc2ccc3c(c2)OCO3)CC1	-2.9
CCc1ccc(C2C(C#N)=C(N)Oc3n[nH]c(C)c32)s1 (configuration not stated)	-3.4
Cc1cc[n+](CC(=O)c2ccc(Br)cc2)c(N)c1	1.2
Cc1cc2c(c(O)c1-c1c(C)cc3c(c1O)C(=O)C(O)C3C(C)C)C(=O)C(O)C2C(C)C (configuration not stated)	-1.5
NCCOc1ccc2oc3ccccc3c2c1	-1
OCc1ccccc1O[C@@H]1O[C@H](CO)[C@@H](O)[C@H](O)[C@H]1O	1.4

Entries shown so far with a carbonyl joined to an NH by a bond outside any ring (two):
SMILES	telomere uncapping
O=C(NCCc1ccco1)C1CCCCC1	-1.2
COc1ccc(NC(=O)Nc2cccc(Cl)c2)cc1	1.1

The list continues.
SMILES	telomere uncapping
CCOc1ccc2nc(SCc3cc(F)c(F)cc3Cl)sc2c1	-1.6
CC1CC(C)CN(S(=O)(=O)c2ccc(Cl)cc2)C1 (configuration not stated)	3.1*
O=C1CC(c2cccs2)CC2=C1C(c1ccsc1)Nc1ccccc1N2 (configuration not stated)	-4.7
O=C(CN1C(=O)c2ccccc2C1=O)Nc1cc(F)cc(F)c1	1.6
Nc1ncnc2c1ncn2C1OC(COP(=O)(O)OP(=O)(O)OP(=O)(O)O)C(O)C1O (configuration not stated)	-1.5
N#CC1(C#N)C(c2ccc(Cl)cc2Cl)C(C(=O)c2ccccc2)N2c3ccccc3C=CC21 (configuration not stated)	1.3
CCOC(=O)C1CCCN(C(=O)CC(C)(C)C)C1 (configuration not stated)	-1.5
CC1NC(=O)N(C(C)(C)C)C(=O)C1Cl (configuration not stated)	3.9*
c1cn2c3c(n1)CCCc3c1cc(C3CCCCC3)ccc12	1.2
O=[N+]([O-])c1ccc(-n2nnc3ccccc32)c([N+](=O)[O-])c1	-1.3
COc1ccc2oc(-c3ccccc3)c(OC)c(=O)c2c1	-1
COc1ccc(OC)c(/C=C/c2[nH]c(=O)[nH]c(=O)c2[N+](=O)[O-])c1	1.3
N#C/C(=C\c1cc(CSc2nnc(N)s2)cs1)C(N)=S	-1.8
O=c1c(/C=C\c2nc3ccccc3c(=O)n2-c2ccccc2)coc2ccc(Cl)cc12	-2.3
O=C1C[C@H](c2ccccc2)Oc2cc(O)cc(O)c21	-2.1

Reprinted at random: seven records from the list
SMILES	telomere uncapping
O=C1CC(c2cccs2)CC2=C1C(c1ccsc1)Nc1ccccc1N2 (configuration not stated)	-4.7
COc1ccc(OC)c(/C=C/c2[nH]c(=O)[nH]c(=O)c2[N+](=O)[O-])c1	1.3
CC1NC(=O)N(C(C)(C)C)C(=O)C1Cl (configuration not stated)	3.9*
N#CC1(C#N)C(c2ccc(Cl)cc2Cl)C(C(=O)c2ccccc2)N2c3ccccc3C=CC21 (configuration not stated)	1.3
COc1ccc2oc(-c3ccccc3)c(OC)c(=O)c2c1	-1
O=C(CN1C(=O)c2ccccc2C1=O)Nc1cc(F)cc(F)c1	1.6
O=[N+]([O-])c1ccc(-n2nnc3ccccc32)c([N+](=O)[O-])c1	-1.3

Next section.
SMILES	telomere uncapping
CCOC(=O)c1c(NC(=O)CN2CCCCC2)sc2c1CCC(C)C2 (configuration not stated)	-1.7
CC[C@@H]1OC(=O)[C@@H](C)[C@H](O[C@H]2C[C@@](C)(OC)[C@@H](O)[C@H](C)O2)C(C)[C@H](O[C@H]2O[C@@H](C)C[C@@H](N(C)C)[C@@H]2O)[C@@](C)(O)C[C@H](C)C(=O)[C@@H](C)[C@H](O)[C@@]1(C)O (some centres not stated)	1.1
COc1ccccc1CC(Cc1nc2ccccc2[nH]1)c1nc2ccccc2[nH]1 (configuration not stated)	1.6
Cc1cc(C)nc(SCC(=O)Nc2nonc2N)n1	-1.3
CC1CCCN(S(=O)(=O)c2cc(Cl)ccc2Cl)C1 (configuration not stated)	3.2*
O=C(CCc1ccc(O)cc1)c1c(O)cc(O)cc1O[C@@H]1O[C@H](CO)[C@@H](O)[C@H](O)[C@H]1O	-1.5
O=C(Nc1cc(F)cc(F)c1)C1CC(=O)N(C2CCCCC2)C1 (configuration not stated)	-4.5
Cc1nc(-c2nonc2N)no1	-1.8
C/C(=N/NC(=O)c1ccoc1C)c1cccs1	-2.1
O=C(Nc1ccccc1)Nc1ccc2c(c1)OCCO2	-1.3
CC(C)CNS(=O)(=O)c1ccccc1	-1.2
Brc1ccc2nc3c(n2c1)CCCC3	-1.3
COC(=O)CCC(C)C1CC=C2C3=CCC4CC(OC(=O)OC)CCC4(C)C3CC(=O)C21C (configuration not stated)	2.4
O=C(OCc1ccccc1)ON1C(=O)CCC1=O	-1.4
O=C(OCC1c2ccccc2-c2ccccc21)ON1C(=O)CCC1=O	-1.3
CCOC(=O)C1=C(C)Nc2ccccc2S1	-1.2
CCCC(Nc1ccc(F)c(F)c1)n1nnc2ccccc21 (configuration not stated)	1.1
CC1CCN(Cc2c(O)c3ccccc3oc2=O)CC1	-1.4
O=C(NCCOC1=NS(=O)(=O)c2ccccc21)C(=O)Nc1ccccc1	1.1
COc1ccc(S(=O)(=O)Nc2ccc3c(c2)OCO3)c2ccccc12	-2
CCc1c(C)sc(NC(=O)C(F)(F)C(F)(F)C(=O)Nc2sc(C)c(CC)c2C(=O)OC)c1C(=O)OC	-1.2
Nc1ccc2nn(-c3cccc(Cl)c3)nc2c1	1.3
O=c1[nH]c(=O)n(-c2ccccc2)c(O)c1/C=C1\C=Nc2ccccc21	i
c1ccc(-c2nn(-c3ccccc3)cc2-c2nc3sc(-c4cn(-c5ccccc5)nc4-c4ccccc4)nc3s2)cc1	-1.8
Cc1c(C(=O)OC(C)C)sc(NC(=O)C(F)(F)C(F)(F)C(F)(F)C(F)(F)F)c1C(=O)OC(C)C	-1.7
Nn1c(SCc2ccc(F)c3ccccc23)nc2ccccc2c1=O	-1.3
Cc1cc(/C=C2/SC(=S)NC2=O)c(C)n1-c1ccc(N(C)C)cc1	1
O=S(=O)(NCc1ccco1)c1ccc(Br)cc1	2.3
CC1SC2(C(=O)Nc3ccccc32)N(c2cccc(Br)c2)C1=O (configuration not stated)	-4.2
CC(C)(C)S(=O)(=O)c1ccc(S(=O)(=O)C(C)(C)C)s1	1.2
Cc1nc2ccc3ccccc3c2s1	-2.2
CC1=C(C2=C(C)C(C(C)C)C3=C(C(=O)C(O)C3O)C2O)C(O)C2=C(C(O)C(O)C2=O)C1C(C)C (configuration not stated)	-2
S=c1[nH]nc(Cc2ccccc2)n1C1CCCCC1	-1.2&-1.6
CCOC(=O)CSc1nc(N)c(C(=O)Nc2nccs2)s1	-1.3
COCC(=O)OCC1CCC[N+]2(C)CCCCC12 (configuration not stated)	1
O=C(O)C1=NN(c2ccc(S(=O)(=O)O)cc2)C(=O)C1	1.7
Cc1cc(C=C(Cl)Cl)oc(=O)c1	-1.4
O=C1NC(=O)/C(=C/c2ccc(-c3ccc(Br)c(Cl)c3)o2)N1	-1.2
Cc1ccc(/C(N)=N/O)cc1	-1.1
C#CC1(OC(C)n2cccc2-c2ccccc2)CCCCC1 (configuration not stated)	-2.2
O=C(CN(c1ccc(F)cc1)S(=O)(=O)c1ccc2c(c1)OCCO2)N1CCCC1	-1.7
CC(C(=O)O)N1C(=O)C(=O)c2ccccc21 (configuration not stated)	-1.2
Cn1c(SCCNS(=O)(=O)c2ccccc2)nnc1-c1ccccc1	-1.1
Fc1cc(Cl)c(CSc2nnc(-c3ccccc3)n2Cc2ccccc2)cc1F	-1.7
COCCOC(=O)C1=C(C)NC2=C(C(=O)CC(C)(C)C2)C1c1cc2c(cc1Br)OCO2 (configuration not stated)	-1.9
Fc1ccccc1N1CCN(Cn2cnc3ccccc32)CC1	-1.9
Cc1cc(C)c(C2C3CCC=C3C(C#N)=C(N)C2(C#N)C#N)c(C)c1 (configuration not stated)	-2.4
O=C1CSc2ccc(NC(=O)C3CCCCC3)cc2N1	-1.9
Oc1ccc(Br)cc1C=Nc1ccc(I)cc1	+
O=C(NC1CCCCCC1)C1CC1	-2.5
Cc1[nH][nH]c(=O)c1C1(C(C#N)C#N)C2CC3CC(C2)CC1C3 (configuration not stated)	2.9*
O=C(CN1CCOCC1)Nc1nccs1	3.2*
CCSCCOC(=O)C1=C(C)NC2=C(C(=O)CCC2)C1c1coc2ccccc2c1=O (configuration not stated)	-1.3
O=c1cc(CO)oc(CN2CCN(c3ccccc3)CC2)c1O	-1.1
N#Cc1ccc(CSc2ccccn2)c(Cl)c1	-1.3
CC12CCC3c4ccc(O)cc4CCC3C1CCC2O (configuration not stated)	-1.1
Cc1sc(-c2c(C#N)c(N)nc3c2CCCCC3)cc1Br	-2
CS(=O)(=O)Cc1ccc(Oc2ccc(NS(C)(=O)=O)cc2)cc1	-1
C=CCn1c(-c2ccc(C(C)(C)C)cc2)n[nH]c1=S	-2.6
O=S(=O)(Nc1ccc(F)c(Cl)c1)c1ccc(Cl)cc1	3*
Additional records
SMILES	telomere uncapping
C/C(=N/Nc1ccc([N+](=O)[O-])cc1)c1ccc(/C(CCl)=N/Nc2ccc([N+](=O)[O-])cc2)s1	-1
CCCCc1cc2ccccc2c(OCCN(C)C)n1	-2.2
COc1ccc(S(=O)(=O)NC2CCCCCC2)cc1	3.3*
Cc1ccc(S(=O)(=O)N2CCCC2CO)cc1 (configuration not stated)	-1.5
Cn1c(=S)n(CN2CCC(c3ccccc3)CC2)c2ccccc21	-1.4
CCCCCC[n+]1ccccc1/C=C/c1ccc(OC)c(OC)c1OC	-1.6
C=CCn1c(C23CC4CC(CC(C4)C2)C3)n[nH]c1=S	-1.3
O=C1CC(c2cccc(I)c2)c2ccc3ccccc3c2N1 (configuration not stated)	-1.3
O=C(O)/C=C/C(=O)NC1CCCCNC1=O (configuration not stated)	-1.6
CCCN=C(CC)c1c(C(F)(F)F)[nH]n(-c2nc3ccccc3s2)c1=O	i
N[C@@H](C(=O)N[C@@H]1C(=O)N2C(C(=O)O)=C(Cl)CS[C@H]12)c1ccccc1	-1.1
COc1cc(OC)c(C=O)cc1Br	-2.3
CCc1ccc(/C=C(/C#N)C(N)=O)s1	-2.5
Cc1csc(SCCCCCCC(=O)O)n1	-2.7
CCCCCCOC(=O)C1=C(C)NC(=O)NC1c1cc2c(cc1Br)OCO2 (configuration not stated)	-1.2
O=C1CNC(=S)N1c1ccccc1	-1.3
Cc1c(C)c2c(c(C)c1O)CCC(C)(C(=O)O)O2 (configuration not stated)	1.1
COc1ccc(C=O)cc1CSC1=NCCS1	-2.9
c1ccc(-n2c(SCc3nc4ccccc4[nH]3)nc3ccccc32)cc1	1
COc1ccc(-c2nnc(N)o2)cc1	1.1
O=C1CCCCC1C1(O)C(=O)Nc2ccccc21 (configuration not stated)	1
Cc1cc(C)c2oc(-c3cc(N)ccc3Cl)nc2c1	1.2
CCCc1nc2c(o1)N(C(=O)OCC)C(N)=C(C#N)C21CCNCC1	-1.2
CS(=O)(=O)N1CCc2ccccc2C1	-1.3
Cc1sc(NC(=O)Cn2nc(C(F)(F)F)cc2C)c(C(N)=O)c1C	-1.2
CCc1sc2sncc2c1Br	-2
S=C(Nc1ccccc1)N1CCCCC1	-1.7
CNS(=O)(=O)c1ccc(N)cc1	1.1
O=S(=O)(c1ccc(F)cc1)N(Cc1ccccc1)c1ccccn1	-1.2
CC1(C)CCC[C@@]2(C)C1CCC1(C)OC(=O)CC12 (some centres not stated)	-3.6

3 of the compounds above, with bars between the fields:
smiles | telomere uncapping
O=C1CCCCC1C1(O)C(=O)Nc2ccccc21 (configuration not stated) | 1
Cc1cc(C)c2oc(-c3cc(N)ccc3Cl)nc2c1 | 1.2
CCCc1nc2c(o1)N(C(=O)OCC)C(N)=C(C#N)C21CCNCC1 | -1.2

Continued:
SMILES	telomere uncapping
C=CCOC(=O)c1sc(NC(=O)c2ccco2)nc1C	-1.4
O=C1COc2ccc(C(=O)c3ccccc3)cc2CN1	-1.8
CN(C)S(=O)(=O)Nc1nc2ccc(S(C)(=O)=O)cc2s1	-1.1
CCOC(=O)/C(C#N)=C/c1cc(Br)cs1	1.7
CS(=O)(=O)N1CCN(c2ccc(F)cc2)CC1	-1.2
O=[N+]([O-])c1cc(C(F)(F)F)cc([N+](=O)[O-])c1-n1ccnc1	-3.9
Clc1ncccc1N=Nc1cccnc1Cl	-1.9
O=c1[nH]c2ccc(Cl)cc2o1	1.1
CC(CO)(CO)NS(=O)(=O)c1ccccc1	1.1
Cc1c(Br)c([N+](=O)[O-])nn1CC(=O)NC(C)C1CC2CCC1C2 (configuration not stated)	-1.5
NC(=O)c1c(C(=O)O)no[n+]1[O-]	-2.1
CN1C(=O)/C(=C(/C#N)C(N)=O)c2ccccc21	-1.1
CCOC(=O)C1=C(C(=O)OCC)SC(=C2C(=S)C(C)(C)N(C)c3ccc(C)cc32)S1	-1
O=S(=O)(c1ccc(Cl)cc1)N1CCOC1C(Cl)(Cl)Cl (configuration not stated)	-2.2
NCC12CC3CC(CC(C3)C1)C2	-1.4
O=S(=O)(O)c1ccc(-c2nnc(-c3ccccn3)nc2-c2ccc(S(=O)(=O)O)o2)o1	-1.2
O=[N+]([O-])c1cc(Br)cc(C=Nc2ccc(Cl)cn2)c1O	i
O=S(=O)(NCC1(c2ccccc2)CC1)c1ccc2c(c1)OCCO2	-1
CCOC(=O)/C(C#N)=C/c1nccn1C	-1.1
